KKLEB tox: reduces viability of KKLEB cystic fibrosis airway cells; KKLEB CF airway cells viability, ATPlite luminescence, overnight; active compounds read low; cells stimulated with P. aeruginosa culture filtrate; activity change (cytotoxicity), % at 5 µM; 0.36% of 360,000 active; AID 602141;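 active = corrected activity change at or below -50% at 5 µM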
TROY NFkB inh: inhibitors of TROY-dependent NF-kB signaling. Q293 LMP1-TROYcd NF-kB luciferase reporter, 4 h. inhibition, % at 10 µM. 0.98% of 360,000 active;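 active = compounds whose plate-normalised and pattern-corrected inhibition of the luciferase reporter signal at the single screening dose is 50% or more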
NCOA1 inh: inhibits human SRC1 coactivator; inhibition, % at 3.6 µM; 0.12% of 360,000 active; HEK293 GAL4-SRC1 luciferase reporter, luminescence; Q15788; AID 588354;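 active = inhibition above the campaign mean plus 3 SD, with each screening campaign given its own cutoff, cut at about 60% in these data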;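 also: 0% = DMSO treated cells and 100% = gossypol at 36 µM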
NCOA3 inh: inhibitors of human steroid receptor coactivator 3 (SRC3); HEK293 GAL4-SRC3 luciferase reporter, luminescence; Q9Y6Q9; 0.17% of 360,000 active; inhibition, % at 3.6 µM;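 active = inhibition above a per-campaign cutoff, the mean of all compounds plus 3 SD, cut at about 60% in these data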;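 also: 0% = DMSO-treated cells and 100% = gossypol-treated cells at 36 µM; higher means less SRC3-driven luciferase light from the GAL4 reporter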
Shn3 3UTR inh: Schnurri-3 reporter inhibition in Clone20 osteoblasts | Clone20 osteoblast Shn3 3'UTR firefly luciferase, 24 h | inhibition, % at 12.5 µM | 0.52% of 360,000 active;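 active = mean inhibition of at least 75% with every replicate also reaching 75%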;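 also: 0% = median of neutral control wells and 100% = pilot-screen positive control compound; some compounds past the cut are filed as inactive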
CF NFkB inh: blocks PAF-induced NF-kB reporter in cystic fibrosis cells; 0.86% of 360,000 active; inhibition, % at 5 µM; KKLEB NF-kB-GFP reporter, GFP fluorescence overnight; AID 588850;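 active = at least 50% inhibition at 5 µM, scaled per plate between neutral and stimulator controls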;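 also: PAF is a Pseudomonas aeruginosa culture filtrate used as stimulus; plate controls were PAF-stimulated DMSO wells for no effect and unstimulated DMSO wells for full effect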
NR5A2 inv ag: NR5A2 inverse agonism in reporter assay; O00482; HEK293T StAR-luciferase reporter, LRH-1 transfected, 24 h; inhibition, % at 3.6 µM; 0.13% of 360,000 active; AID 602396;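 active = inhibition above the mean inhibition of all tested compounds plus 3 SD, cut at about 73% in these data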;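 also: 0% = DMSO wells and 100% = reporter-only cells lacking LRH-1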
Target sequence (O00482 whole entry, looked up): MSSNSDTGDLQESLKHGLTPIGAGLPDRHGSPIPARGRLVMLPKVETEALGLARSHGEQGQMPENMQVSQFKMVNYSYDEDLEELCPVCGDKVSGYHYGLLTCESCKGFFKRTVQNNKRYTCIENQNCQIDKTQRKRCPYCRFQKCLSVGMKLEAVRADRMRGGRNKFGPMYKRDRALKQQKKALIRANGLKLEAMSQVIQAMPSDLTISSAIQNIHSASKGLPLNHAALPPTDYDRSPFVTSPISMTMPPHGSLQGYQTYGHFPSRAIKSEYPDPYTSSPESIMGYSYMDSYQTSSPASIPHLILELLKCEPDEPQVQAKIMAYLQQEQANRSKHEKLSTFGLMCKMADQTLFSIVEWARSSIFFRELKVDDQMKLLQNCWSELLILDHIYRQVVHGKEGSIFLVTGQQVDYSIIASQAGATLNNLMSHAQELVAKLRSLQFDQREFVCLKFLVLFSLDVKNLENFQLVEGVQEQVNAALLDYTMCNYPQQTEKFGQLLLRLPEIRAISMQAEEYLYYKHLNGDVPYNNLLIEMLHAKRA
TWEAK-Fn14 inh: inhibitors of TWEAK-Fn14 interaction signaling; AID 1159606; TWEAK-stimulated Fn14 reporter cells, luciferase luminescence, 8 h; 2% of 360,000 active; inhibition, % at 10 µM; in the data active = inhibition above about 50%
C8 TRAIL sens: sensitizes caspase-8 expressing cells to TRAIL. NB7+C8 cells + TRAIL, ATPlite viability luminescence. inhibition (viability loss, TRAIL sensitization), % at 10 µM. 1% of 360,000 active. AID 624354;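 active = compounds causing at least 50% loss of cell viability in the single-dose screen, relative to plate controls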
COUP-TFII inh: blocks human COUP-TFII nuclear receptor | HEK293T NGFI-A luciferase reporter, luminescence | inhibition, % at 8.6 µM | 0.7% of 370,000 active | AID 686940;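 active = inhibition above a per-plate cutoff, mean inhibition of test wells between control levels plus 3 SD, cut at about 38% in these data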;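 also: cells cotransfected with COUP-TFII expression vector driving the NGFI-A reporter; 0% = median of COUP-TF2 test wells and 100% = reporter-only cells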
Target sequence (P24468 whole entry, looked up): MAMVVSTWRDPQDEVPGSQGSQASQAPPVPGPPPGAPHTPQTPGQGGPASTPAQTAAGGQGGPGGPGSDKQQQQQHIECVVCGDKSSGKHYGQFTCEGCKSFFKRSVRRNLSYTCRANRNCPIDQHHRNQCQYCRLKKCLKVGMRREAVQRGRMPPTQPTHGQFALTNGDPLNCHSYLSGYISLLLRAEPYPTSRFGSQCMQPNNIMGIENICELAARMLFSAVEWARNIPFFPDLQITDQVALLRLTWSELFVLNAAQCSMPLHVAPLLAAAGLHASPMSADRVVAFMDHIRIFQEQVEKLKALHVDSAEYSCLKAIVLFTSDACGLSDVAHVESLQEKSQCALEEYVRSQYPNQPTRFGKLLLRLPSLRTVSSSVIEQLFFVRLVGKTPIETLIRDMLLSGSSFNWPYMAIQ
LMP1 NFkB inh: inhibitors of Epstein-Barr LMP1-induced NF-kappaB reporter; LMP1-induced NF-kappaB luciferase reporter cells, luminescence; inhibition, % at 12.5 µM; 0.69% of 350,000 active; AID 504558; in the data active = inhibition above about 41%;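 also: 0% = neutral control wells and 100% = reference inhibitor control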
* = called active by the depositor; nt = no result given; & = joins results of further samples. The list is partial; count on the stated rates, not on these rows.

mol	NCOA1 inh	KKLEB tox	LMP1 NFkB inh	COUP-TFII inh	Shn3 3UTR inh	CF NFkB inh	NR5A2 inv ag	TWEAK-Fn14 inh	C8 TRAIL sens	TROY NFkB inh	NCOA3 inh
CN(C)[C@@H]1C(=O)C(C(N)=O)=C(O)[C@@]2(O)C(=O)C3=C(O)c4c(O)cccc4[C@@](C)(O)C3C[C@@H]12 (stereo partly drawn)	-4	6	-2	9	8	0	-3	-14	-7	5	0
C[n+]1ccc(-c2cc[n+](C)cc2)cc1	12&5	8&-15	-5	3&13	-7&-8	-8&11	5&25	13&-44	-10&-7	2&-2	-9&5
O=c1[nH]c(=O)n(Cc2ccc(F)cc2)c(O)c1C=Nc1ccc(Cl)cc1	8	10	-26	9	7	-17	-7	-40	1	16	12
Cc1ccsc1C(=O)C1CCCN(Cc2cc(C(C)C)n[nH]2)C1 (stereo not drawn)	6	-5	2	20	3	0	-4	11	5	1	2
Cc1ccc(-n2c(O)c(/C=N/NC(=O)c3ccncc3)c(=O)[nH]c2=O)cc1C	-7	-5	3	-1	5	12	-10	-13	-8	-12	8
O=P(OCC(F)(F)C(F)F)(N1CCCCC1)N1CCCCC1	16	2	-3	5	-23	6	2	10	-2	-2	2
S=C1CN=C(c2ccccc2)c2cc(Cl)ccc2N1	-18	0	-14	-12	-3	0	-21	6	-6	9	-1
CC1=CC(C)C(COC(N)=O)(COC(N)=O)C(C)C1 (stereo not drawn)	6	0	5	-12	-6	9	10	5	8	18	9
COC(=O)C1=C(c2ccc(OC(F)(F)F)cc2)C[C@@H]2CC[C@H]1N2C(=O)NCCNC(C)=O	4	-14	-1	0	-11	-10	14	3	-13	-1	-3
COCCNC(=O)Cn1cc(/C=C2\C(=O)NC(=O)N(c3cccc(C)c3C)C2=O)c2ccccc21	-13	4	6	2	25	13	-3	27	1	18	-10
COc1ccc(CCn2c(O)c(C=NCCCN(C)C)c(=O)[nH]c2=O)cc1OC	-30	-1	-1	-6	13	13	8	5	-1	15	3
Cc1ccnc(-n2c(C)cc(/C=C3\C(=O)NC(=S)N(C)C3=O)c2C)c1	-22	-10	14	8	-8	-3	9	3	3	6	7
COc1ccc(-c2nn(CCC#N)cc2C(=O)Nc2cccc([N+](=O)[O-])c2)cc1OC	-2	-13	14	12	-20	8	-3	-14	-12	-8	0
CCOC(=O)[C@]12Cc3cc(C)ccc3[C@H]1N(C)C(=O)c1cc(OC)ccc12	nt	nt	nt	3	nt	nt	5	27	38	31	nt
COc1ccc(-c2nc3ccccc3c(=O)n2-c2cccnc2)cc1	5	-2	4	0	-17	-6	-14	6	-6	-5	10
Nc1ccc(CC(N)c2csc(Nc3ncccn3)n2)cc1 (stereo not drawn)	-40	-12	nt	7	-14	1	-1	-19	22	-6	-41
Nc1cc(Cl)c2nonc2c1[N+](=O)[O-]	-3	-76*	0	-8	95*	76*	14	58*	23	70*	-18
c1cncc(CNCCc2ccc3c(c2)OCO3)c1	10	1	10	11	-3	0	-3	-6	-5	-5	-5
N#CCCn1cc(C(=O)O)c(-c2cccc([N+](=O)[O-])c2)n1	11	0	4	-3	1	8	-10	-5	6	19	0
C/C(CC(c1ccccc1)c1c(O)c2ccccc2oc1=O)=N\NC(N)=S (stereo not drawn)	14	-1	5	1	-4	-9	38	2	-4	-1	11
Cc1ccc2c(c1)N(CCC(=O)N1CCC3(CC1)OCCO3)C(=O)C(C)O2 (stereo not drawn)	-10	-5	-2	18	-10	4	8	-2	-4	17	8
O=C1NC(=O)N(CCc2ccc(F)cc2)C(=O)/C1=C/c1ccco1	-3	1	10	0	-6	-18	1	14	-17	3	8
C[N+](C)(C)CC#CCN1CCCC1=O	-2	7	4	-8	-1	-2	-10	11	0	-41	-10
CSc1ccc(C(=O)C2CCCN(Cc3ccn[nH]3)C2)cc1 (stereo not drawn)	-59	7	-4	-7	nt	-7	3	18	-9	19	4
COc1cccc2c1C(=O)c1c(O)c3c(c(O)c1C2=O)CC(O)(C(C)=NO)CC3OC1CC(N)C(O)C(C)O1 (stereo not drawn)	43	-12	42*	-93	36	-254	60	6	53*	8	18
N[C@@H](Cc1c[nH]c2ccccc12)c1nnc(SCc2ccc(F)cc2)o1	-10	3	0	-1	4	-2	9	-12	-5	-9	-1
CC(C)Cn1cc(C(=O)N2CCC3(CC2)OCCO3)c2c3ccccc3n(C)c2c1=O	13	-15	1	-13	0	2	10	2	-16	-2	0
COc1cc2c(cc1OC)[C@@]13CCN4CC5=CCO[C@H]6CC(=O)N2[C@H]1[C@H]6[C@H]5C[C@H]43	7	5	2	6	-6	-13	17	12	11	-16	21
O=C1NC(=S)N(c2ccc(F)cc2)C(=O)/C1=C/c1ccccc1O	-14	-4	5	-8	-21	-6	1	-10	10	-11	-4
COC(=O)C1=C(c2ccc(OCc3ccccc3)cc2)C[C@@H]2CC[C@H]1N2C(=O)NCc1cccc(C(F)(F)F)c1	2	-12	5	-6	71	-24	-11	5	26	19	7
FC(F)(F)c1ccc2c(c1)ncn2C1CCN(Cc2nnnn2C2CCCCC2)CC1	1	-11	17	-2	11	4	28	-12	25	-5	16
CCC1C2Cc3ccc(O)cc3C1(CC)CCN2C (stereo not drawn)	5	-1	-1	-21	-1	-10	-11	-1	-6	-3	-19
O=c1cccc2n1CC1CC2CN(Cc2cccc(Cl)c2Cl)C1 (stereo not drawn)	12	-27	-1	6	3	21	-7	3	-2	7	17
Cc1ccc(S(=O)(=O)N(C)CCCC(=O)N2CCN(c3ccccn3)CC2)cc1	-2	26	-1	13	8	10	-1	12	-2	17	-4
O=C([O-])c1ccc(-[n+]2c(-c3ccccc3)cc(-c3ccccc3)cc2-c2ccccc2)cc1	3	4	1	-6	1	-1	21	-11	0	-1	-6
CCC(=NCC1CCCO1)c1c(O)n(-c2ccccc2)c(=O)[nH]c1=O (stereo not drawn)	3	0	-29	5	11	-6	16	5	3	nt	-1
O=C1Nc2ccccc2Oc2ccccc21	-9	-4	2	-4	-32	10	-6	-8	-12	-2	-20
COc1cccc(CNCCc2c[nH]c3ccccc23)c1OC	-9	0	1	-2	14	20	20	7	9	-4	-4
COc1cc(CNCCc2ccc3c(c2)OCO3)ccc1O	3	0	1	-6	12	-10	6	-11	7	-3	-3
COc1cc2occc2c2oc(=O)ccc12	1	15	-2	4	-4	-80	21	-17	4	-28	12
COC(=O)c1cc(C(O)(C(=O)OC)C(F)(F)F)c(/N=C/N(C)C)s1 (stereo not drawn)	4	-5	2	-20	-30	6	21	-3	29	-3	3
CC(Cc1ccccc1)[n+]1cc(/N=C(\[O-])N(C)C)on1 (stereo not drawn)	-9	0	-9	-8	-6	4	3	-8	4	-11	-10
O=C1C(=Cc2ccccc2)N2CCC1CC2	-39	4	4	9	15	-36	23	-2	-4	-13	-11
Cc1cc(OCC(=O)N[C@@H](Cc2ccccc2)C(=O)O)c2c3c(c(=O)oc2c1)CCCC3	-49	-1	-5	-3	9	-13	26	9	9	-7	-4
COc1ccc(-n2c(O)c(/C(C)=N/N3CCCCCC3)c(=O)[nH]c2=O)cc1	1	-7	nt	9	10	4	-14	5	-15	-13	2
CCC(=NCc1cccnc1)c1c(O)n(-c2ccc(Cl)cc2)c(=O)[nH]c1=O	1	6	-2	-4	9	-19	3	-5	-17	14	16
O=C(Cc1ccccc1)N1CCN(Cc2ccc([N+](=O)[O-])cc2)CC1	20	-23	4	17	5	-8	-14	-7	4	-18	6
C=CCCC[C@@H]1OC(=O)CNC(=O)C([C@@H](C)CC)NC(=O)[C@@H]2CCCN2C(=O)C([C@@H](C)CC)OC(=O)[C@H](Cc2ccccc2)N(C)C(=O)[C@H](C(C)C)NC(=O)C1(C)C (stereo partly drawn)	19	4	nt	18	5	-24	17	-3	15	31	10
C=CCn1c(C)c(C=C2C(=O)NC(=O)NC2=O)c2ccccc21	6	0	-3	-4	-17	-9	-5	19	-8	3	-2
O=C(/C=C/C=C/c1ccccc1)CC1(O)C(=O)Nc2ccccc21 (stereo not drawn)	-2	-4	-11	-18	-5	9	7	18	-7	2	18
COc1ccc2c(c1)C13CCCC[C@@H]1C(C2)N(C)CC3 (stereo partly drawn)	-1	-1	-5	3	25	1	-10	-19	-4	-20	1
C=C1[C@@H](C)[C@H]2[C@H](Cc3ccccc3)NC(=O)[C@]23OC(=O)/C=C/[C@H](O)CCC[C@@H](C)C/C=C/[C@H]3[C@@H]1O	21	-37	23	-5	73	81*	47	-14	42	-33	12
Cc1c(C(=O)O)cccc1-n1c(C)cc(/C=C2\C(=O)NC(=O)N(c3ccc4c(c3)OCO4)C2=O)c1C	-17	6	-4	8	-10	-1	-6	6	-5	-8	-1
COC(=O)C1=C(c2ccc(F)cc2F)C[C@@H]2CC[C@H]1N2C(=O)NCCCOC(C)C	4	14	3	6	-5	-20	2	-2	-8	-18	12
Cc1cc2ccccc2c(=O)n1CC(=O)NCC(=O)N1CCC2(CC1)OCCO2	-14	1	1	2	0	1	-6	13	-2	29	23
Cc1ccccc1N1C(=O)CC(=O)N(c2ccccc2C)C1=O	7	-6	-1	-8	-5	10	-9	3	7	-8	17

Next compounds.
mol	NCOA1 inh	KKLEB tox	LMP1 NFkB inh	COUP-TFII inh	Shn3 3UTR inh	CF NFkB inh	NR5A2 inv ag	TWEAK-Fn14 inh	C8 TRAIL sens	TROY NFkB inh	NCOA3 inh
CCn1c(O)c(/C=N/N2CCOCC2)c(=O)n(CC)c1=S	-23	-14	-3	15	7	44	26	23	4	3	12
CC1(c2ccc(Cl)cc2Cl)OCC(Cn2cncn2)O1 (stereo not drawn)	-2	14	3	-11	3	0	2	-13	0	-2	18
CN1CC(C#N)C2(O)c3ccccc3CCC2C1 (stereo not drawn)	11	4	1	-1	9	-5	9	3	2	1	6
COC(=O)C1=CO[C@@H](C)[C@@H]2CN3CC[C@]4(C(=O)Nc5ccccc54)[C@@H]3C[C@H]12	-10	-12	3	7	14	-2	14	8	-8	-10	7
COc1ccc(C(=O)C2CCCN(CCc3ccccc3)C2)cc1OC (stereo not drawn)	-7	9	nt	-4	-11	-13	-40	9	7	8	-12
NCCc1c[nH]c2ccc(O)cc12	-8	-1	0	4	0	-3	3	-21	3	13	-12
CC(Cc1ccccc1)NC(=O)CN1CCCC1=O (stereo not drawn)	-11	11	2	12	6	-4	17	4	-6	-9	0
CCCCOC(=O)C1=C(N)OC2=C(C(=O)CCC2)[C@]12C(=O)Nc1ccccc12	-3	-3	-1	-6	nt	9	5	-2	-3	2	2
Cc1nc2ncnn2c(C)c1CCC(=O)N1CCC2(CC1)OCCO2	-8	8	2	-4	2	5	20	-8	-3	-4	17
O=C1CCCC2=C1C(c1cccnc1)Nc1ccccc1N2 (stereo not drawn)	3	2	10	-16	-32	-3	2	4	-9	-28	-4
Cc1ccccc1C(=O)N1CC1C (stereo not drawn)	-8	-2	2	9	84	19	-2	-12	1	-2	-4
